Sm TGR inh – blocks Schistosoma mansoni thioredoxin glutathione reductase | Potency, µM (titrated, usually from 114 µM), without a hit: at the highest dose activity change, negative = inhibition, usual class: inhibitors | purified TGR, DTNB reduction, TNB absorbance 405 nm | 360,000 tested, 3% active | Q962Y6; note: potency is the fitted concentration of half-maximal effect; nearly all actives have a fitted effect of over 60% in size
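TGR 20 nM + NADPH 100 uM (dispensed conc.), cpd preinc 15 min RT; start with NADPH (500 uM addition) then DTNB (15 mM addition). Kinetic TNB absorbance, 405 nm filter. Four-parameter Hill fit across titration.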
AmpC detergent – blocks E. coli AmpC beta-lactamase in detergent assay. 370,000 tested, 0.041% active. P00811. AmpC hydrolysis of nitrocefin, absorbance 480 nm, 0.01% Triton. Potency, µM (titrated, usually from 114 µM), inactives show at the highest dose activity change, negative = inhibition, most hits filed as inhibitors;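 note: potency is the fitted concentration of half-maximal effect; 0% = no-compound wells and -100% = no-enzyme wells; nearly all actives have a fitted effect of over 25% in size; some results filed as inactive show a strong effect at the top dose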
Target sequence (P00811 whole entry, looked up): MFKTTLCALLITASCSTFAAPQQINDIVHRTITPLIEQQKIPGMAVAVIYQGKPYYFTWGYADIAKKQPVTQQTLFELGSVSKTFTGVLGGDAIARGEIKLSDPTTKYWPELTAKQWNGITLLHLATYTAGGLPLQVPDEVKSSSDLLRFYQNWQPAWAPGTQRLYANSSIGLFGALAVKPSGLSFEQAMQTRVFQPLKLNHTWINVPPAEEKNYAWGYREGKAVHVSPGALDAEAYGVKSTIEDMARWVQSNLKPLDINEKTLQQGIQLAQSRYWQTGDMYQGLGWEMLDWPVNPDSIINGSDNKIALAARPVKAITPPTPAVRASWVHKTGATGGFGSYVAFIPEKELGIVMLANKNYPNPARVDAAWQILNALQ
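AmpC (5.3 nM in the dispensed reagent) in 20 mM phosphate pH 7.0 with 0.01% (detergent screen) or 0.0001% Triton X-100 was preincubated with compounds for 15 min at room temperature. Nitrocefin was then added from an 800 uM solution, and hydrolysis was followed at 480 nm.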
AMA1 RON2 block – AMA1-RON2 (P. falciparum) interaction inhibition | AlphaScreen AMA1-biotinylated RON2 peptide binding | Potency, µM (doses to about 58.2 µM), for the others: at the top dose activity change, negative = inhibition, actives largely listed as inhibitors | 360,000 tested, 0.2% active;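 note: potency is the fitted concentration of half-maximal effect; 0% = vehicle wells and -100% = peptide control; nearly all actives have a fitted effect of over 45% in size; some results filed as inactive show a strong effect at the top dose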
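AMA1 (3D7) with his tag at 25 nM final met compounds first, then biotinylated RON2 peptide at 25 nM; detection used donor plus acceptor beads, 10 µg/mL apiece, read by AlphaScreen after 30 min at room temperature.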
HCV inh – HCV inhibition; Huh7.5.1 HCVcc-Cre infection, luciferase reporter, 44 h; Potency, µM (doses to about 41.8 µM), without a hit: at the top dose activity change, negative = inhibition, hits mostly inhibitors; 340,000 tested, 3.4% active; note: potency is the fitted concentration of half-maximal effect
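Seed cells (1,000/well) for 4 h; treat with compound and infect with HCVcc-Cre, moi about 0.5. Incubate 44 h, then detect luciferase activity.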
HCMV inh – human cytomegalovirus inhibition | AID 1259415 | 410,000 tested, 4.5% active | activity change, negative = inhibition, % at 57.5 µM | HFF cells, HCMV-luciferase reporter, 72 h; stronger effect = lower value; in the data active = activity change below about -60%; inconclusive = no clear call, values can overlap the other calls; inactive = above about -39%
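Compounds were evaluated in HFFs infected with an HCMV luciferase reporter virus (MOI 1 PFU/cell). Luciferase in lysates collected 72 h post infection served as the replication measure.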
Giardia FBPA inh – Giardia lamblia aldolase inhibition. A8B2U2. purified Giardia FBPA. Potency, µM (highest dose often 59.6 µM), for the others: at the top dose activity, negative = inhibition, actives largely listed as inhibitors. 290,000 tested, 0.71% active; note: potency is the fitted concentration of half-maximal effect; nearly all actives have a fitted effect of over 55% in size
Target sequence (A8B2U2 whole entry, looked up): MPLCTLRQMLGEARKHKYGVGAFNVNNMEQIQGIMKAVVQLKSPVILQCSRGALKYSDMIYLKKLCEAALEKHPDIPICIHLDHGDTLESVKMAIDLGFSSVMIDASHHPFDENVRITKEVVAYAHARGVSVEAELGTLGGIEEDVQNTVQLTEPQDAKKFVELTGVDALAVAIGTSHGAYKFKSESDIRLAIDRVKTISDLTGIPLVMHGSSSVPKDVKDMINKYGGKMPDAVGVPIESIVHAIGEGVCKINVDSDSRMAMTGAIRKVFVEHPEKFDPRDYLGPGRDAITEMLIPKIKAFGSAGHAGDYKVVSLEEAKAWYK
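40 nM FBPA preincubated 10 min at RT with compound (up to 57.5 uM final), then substrate plus GAPDH/TPI/NAD/arsenate coupling and diaphorase/resazurin added. Fluorescence read after 20 min at RT, 525/598 nm.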
Active calls of the source: *; ? = inconclusive; . = not tested or not shown; & = joins results of further samples; [ ] = remark or other dose. Unless noted, calls come from the whole dose curve; as a rule, active = well fitted curve in the direction sought with a large enough effect; inconclusive = small, poorly fitted or top-dose-only effect, or another doubt; inactive = no such curve, though single readings can be large; an effect the other way counts as inactive or inconclusive. Unless noted, % is set by controls: 0 for no effect and ±100 for the full control effect.

The opening 2 records as a preview:
1	Cc1ccc(S(=O)(=O)NCC(C)NS(=O)(=O)c2ccc(C)cc2)cc1 (configuration not stated)
2	Cc1cc(C)c(Cn2c3ccccc3c3cnn(CC(=O)N4CCCCCC4)c(=O)c32)c(C)c1
screen / no.,1,2
Sm TGR inh,-2%,-7%
AmpC detergent,-1%,2%
AMA1 RON2 block,13%,.
HCV inh,-17%,.
HCMV inh,-23,5
Giardia FBPA inh,6%,.

Results, from the first entry:
1	Cc1ccc(S(=O)(=O)NCC(C)NS(=O)(=O)c2ccc(C)cc2)cc1 (configuration not stated)
2	Cc1cc(C)c(Cn2c3ccccc3c3cnn(CC(=O)N4CCCCCC4)c(=O)c32)c(C)c1
3	Cn1nccc1NS(=O)(=O)c1ccc(F)cc1
4	Cc1cccn2c(=O)c(C(=O)NCCc3ccccc3)cnc12
5	COc1ccc(OC)c(NC(=O)CSc2nc3ccccc3c3nc4ccccc4n23)c1
6	COc1ccccc1NC(=O)CC1C(=O)Nc2c1c(=O)n(C)c(=O)n2C (configuration not stated)
7	COCCCNC(=O)c1cn(CC(C)C)c(=O)c2c1c1ccccc1n2C
8	Cc1noc(NS(=O)(=O)c2ccc(NC(=O)c3cc(=O)c4ccccc4o3)cc2)c1C
screen / no.,1,2,3,4,5,6,7,8
Sm TGR inh,-2%,-7%,6%,2%,-20%,-15%,-2%&-3%,-7%
AmpC detergent,-1%,2%,15%,-1%,?,-8%,19%&6%,?
AMA1 RON2 block,13%,.,-14%,.,.,1%,5%,-1%
HCV inh,-17%,.,6%,.,0%,6%,4%,17%
HCMV inh,-23,5,20,45,.,-6,6&46,22
Giardia FBPA inh,6%,.,8%,.,1%,12%,-4%,.

9	COCN(C#N)c1nc(OC)nc(OC)n1
10	COc1ccc(CCNC(=O)C2CCN(S(=O)(=O)c3ccc(OC)c(OC)c3)CC2)cc1OC
11	O=C(/C=C/c1cn(-c2ccccc2)nc1-c1cccnc1)N1CCCCC1
12	Cc1ccc(CC2CC(=O)N(c3ccc(C)cc3)C2=O)cc1 (configuration not stated)
13	COc1cccc(-n2nnnc2SCC(=O)N2CCCc3ccccc32)c1
14	Cc1ccc(NC(=O)N2CC3CCCN3c3ccccc32)c(C)c1 (configuration not stated)
15	CCOC(=O)C(=O)NCC(c1cccnc1)N1CCN(c2ccccc2)CC1 (configuration not stated)
16	CC1CC(C)CN(S(=O)(=O)c2ccc(NC(=O)CN3CCCCCC3)cc2)C1 (configuration not stated)
screen / no.,9,10,11,12,13,14,15,16
Sm TGR inh,-2%,2%,1%,11%,31%,-16%,2%,-5%
AmpC detergent,-12%,-1%,-2%,4%,?,-1%,-5%,-3%
AMA1 RON2 block,-4%,-9%,-10%,-8%,0%,.,.,-4%
HCV inh,19%,-5%,?,1%,?,.,.,?
HCMV inh,27,14,-60*,47,-31,9,7,-20
Giardia FBPA inh,-4%,15%,0%,0%,0%,.,.,.

17	CN(C)S(=O)(=O)c1ccc(NC(=O)c2ccncc2)cc1
18	CCc1ccc(NS(=O)(=O)c2cccc3nonc23)cc1
19	COC(=O)c1ccc(NC(=O)COc2ccccc2OC)cc1
20	O=C(c1cccs1)c1c[nH]cc1-c1ccccc1
21	CCN1CCN(c2ccc(S(=O)(=O)N3CCCCC3)cc2NC(=O)c2ccc(C)c(C)c2)CC1
22	O=C(O/N=C(\c1ccccc1)c1ccncc1)c1ccccc1Cl
23	CC(C)C(c1nnnn1C1CCCCC1)N1CCN(c2ncccn2)CC1 (configuration not stated)
24	Cc1ccccc1NC(=O)C1c2ccccc2Oc2ccccc21
screen / no.,17,18,19,20,21,22,23,24
Sm TGR inh,.,?,0%,.,.,2%,2%,4%
AmpC detergent,?,-1%,0%,.,.,11%,-3%,-10%
AMA1 RON2 block,-1%,-8%,14%,?,22%,-1%,-7%,-1%
HCV inh,5%,22%,12%,6%,?,23%,7%,16%
HCMV inh,3,8,-32,-39,-22,-3,-11,-30
Giardia FBPA inh,2%,-2%,1%,.,.,-1%,-2%,5%

25	O=C(NNc1ccc(O)cc1)c1ccc(Br)cc1
26	O=C1CCCc2ccccc2N1Cc1ccccc1Cl
27	O=C(N1CCCCCC1)n1c(Cc2ccccc2)nc2ccccc21
28	Cc1ccc(CNC(=O)CCCn2c(=O)c3ccccc3n(Cc3ccccc3Cl)c2=O)cc1
29	Cc1ccc2cc(C(c3nnnn3C3CCCC3)N3CCN(c4ccccc4)CC3)c(=O)[nH]c2c1 (configuration not stated)
30	COc1ccc(C(=O)OCC(=O)c2ccc(C3CCCCC3)cc2)cc1
31	Cc1nc2ccc(NC(=O)N3CCSCC3)cc2s1
32	Cc1csc(SC(C)C(=O)Nc2ccccc2C)n1 (configuration not stated)
screen / no.,25,26,27,28,29,30,31,32
Sm TGR inh,22µM*,-5%,-3%,-1%,13µM*,?,18%,-21%
AmpC detergent,1%,-4%,-2%,-1%,-5%,1%,-4%,4%
AMA1 RON2 block,18%,-6%,-18%,.,-6%,-25%,0%,-7%
HCV inh,3%,1%,-17%,.,-22%&-28%,?,4%,30%
HCMV inh,24,54,44,15,42,?,11,-17
Giardia FBPA inh,-16%,0%,8%,.,-13%,-9%,-4%,.

4 compounds from above, showing only AmpC detergent.
entry | Molecule | AmpC detergent
32 | Cc1csc(SC(C)C(=O)Nc2ccccc2C)n1 (configuration not stated) | 4%
26 | O=C1CCCc2ccccc2N1Cc1ccccc1Cl | -4%
28 | Cc1ccc(CNC(=O)CCCn2c(=O)c3ccccc3n(Cc3ccccc3Cl)c2=O)cc1 | -1%
25 | O=C(NNc1ccc(O)cc1)c1ccc(Br)cc1 | 1%

More results
33	CN1C(=S)SC(N(O)C=C2C=CC(=O)C=C2)C1(C)C (configuration not stated)
34	Cc1cc(C)n(-c2nc(NCCCO)c3c4c(sc3n2)CCCC4)n1
35	O=c1nc(N2CCCCCC2)nc(N2CCCCCC2)[nH]1
36	Cc1nc(NC(=O)c2ccccc2)sc1-c1csc(Nc2ccc(Cl)cc2)n1
37	Cc1cc(C)cc(C(=O)NC(CC(N)=O)c2ccc(N3CCN(c4ccccc4)CC3)c([N+](=O)[O-])c2)c1 (configuration not stated)
38	CCOc1cc(C2NCc3ccccc3-n3cccc32)ccc1OC (configuration not stated)
39	N#Cc1nc(-c2ccco2)oc1NCCN1CCOCC1
40	Cc1ccc(S(=O)(=O)N(CC(=O)NCc2ccccn2)c2ccc(Cl)cc2)cc1
screen / no.,33,34,35,36,37,38,39,40
Sm TGR inh,3%,3%[11.4 µM],-23%,0%,-16%,9%,6%,3%
AmpC detergent,-1%,-12%,-8%,?,-9%,-10%,?,6%
AMA1 RON2 block,0%,7%,-8%,.,0%,-15%,-6%,1%
HCV inh,7%,7.1µM*,10%,.,3%,-7%,5%,23%
HCMV inh,7,.,7,.,-36,62,20,?
Giardia FBPA inh,0%,-6%,7%,-2%,-4%,-9%,0%,-22%

41	O=C(CCCOc1ccccc1)Nc1cccc([N+](=O)[O-])c1
42	Cn1cc(CN2CCc3c([nH]c4ccccc34)C2C2CCCCC2)cn1 (configuration not stated)
43	CN(C)c1nc(OCCNC(=O)COc2ccccc2Cl)nc(N(C)C)n1
44	CCOC(=O)c1ccc(NC(=O)c2cn(-c3ccccc3)nc2-c2ccncc2)cc1
45	O=C(NCc1ccc(F)cc1)c1cnc(N2CCOCC2)c2ccccc12
46	CCOc1ccc(CCN2C(=O)c3ccc(C(=O)O)cc3C2=O)cc1OCC
47	Cc1cccc(N(C)C(=O)COc2cc(=O)n(C)c3ccccc23)c1
48	COc1ccc(C=C2C(=O)NC(=S)NC2=O)cc1
screen / no.,41,42,43,44,45,46,47,48
Sm TGR inh,-1%,13%,-19%,1%,14%,6%,2%,.
AmpC detergent,-6%,-6%,2%,0%,2%,-2%,?,.
AMA1 RON2 block,0%,-12%,9%,7%,.,-6%,-2%,-15%
HCV inh,9%,2%,?,?,.,10%,-8%,26%
HCMV inh,-33,19,-4,-6,-2,-15,?,?
Giardia FBPA inh,4%,?,-6%,-2%,.,13%,-12%,.

49	Cc1cccc(N2CCN(CC(=O)Nc3ccc(-n4cnnn4)cc3)CC2)c1C
50	Cn1c(=O)oc2cc(S(=O)(=O)N3CCC(C(=O)NCc4ccccc4)CC3)ccc21
51	O=C(Cn1ccc2ccccc2c1=O)NCCC(=O)N1CCCCC1
52	NC(=O)CC(NC(=O)c1ccc(Br)cc1)c1ccc(NCc2ccc(F)c(F)c2)c([N+](=O)[O-])c1 (configuration not stated)
53	C#CCn1c(=NC(=O)CSCC(=O)N2CCOCC2)sc2ccccc21
54	Cn1nnc2cc(C(=O)NCc3ccco3)ccc21
55	Cc1noc(C)c1-c1nc(CSc2ccc(Cl)cc2)no1
56	O=C(NCc1nnc2c(C(F)(F)F)cc(Cl)cn12)c1ccc2c(c1)OCO2
screen / no.,49,50,51,52,53,54,55,56
Sm TGR inh,-25%,5%&-6%,-1%,10%,-29%,40µM*,-9%,4%
AmpC detergent,-2%,0%,-14%,2%,-12%,-4%,-4%,7%
AMA1 RON2 block,0%,22%,-7%,14%,-2%,-15%,73%[activator],0%
HCV inh,8%,18%,14%,-11%,4%[0.335 µM],25%,-2%,-4%
HCMV inh,-19,-18&10,28,11,-6,-5,-7,-37
Giardia FBPA inh,-1%,10%,-2%,0%,-5%,-2%,2%,-5%

57	O=C(CCn1cnnn1)Nc1ccccc1F
58	CCCn1nnc(NC(=S)NC(=O)c2cccs2)n1
59	Cc1csc(NC(C)c2nc3cc(C(F)(F)F)ccc3n2CCOCCO)n1 (configuration not stated)
60	CCOC(=O)c1cc(-c2ccc([N+](=O)[O-])cc2)nc2c1c(=O)[nH]c(=O)n2Cc1ccccc1
61	O=C(CSc1nc2cc(Cl)ccc2s1)Nc1cccc(S(=O)(=O)N2CCOCC2)c1
62	Cc1c(Cl)cccc1NC(=O)CCN1CCN(C)CC1
63	OC(Cc1ccccc1)(c1ccccc1)C1CN2CCC1CC2 (configuration not stated)
64	CCOc1cc(C)c(Cl)cc1S(=O)(=O)n1cnc2ccccc21
65	COc1ccc(C(CNC(=O)Cc2ccc(Cl)cc2)N2CCOCC2)cc1 (configuration not stated)
66	CC1CCc2nc3ccccc3c(C(=O)OCC(=O)N(C)C3CCS(=O)(=O)C3)c2C1 (configuration not stated)
screen / no.,57,58,59,60,61,62,63,64,65,66
Sm TGR inh,0%,-34%,.,-4%,6%,-9%,7%,3%,-11%,-12%
AmpC detergent,-1%,-6%,.,-12%,-11%,?,?,-7%,-2%,?
AMA1 RON2 block,-6%,59%[activator],20%,-4%,2%,6%,0%,0%,.,-5%
HCV inh,11%,1%,-9%,10%,?,8%,-27%,1%,.,?
HCMV inh,1,-10,-35,-4,3,-12,37,-18,-2,-13
Giardia FBPA inh,4%,5µM*,.,-3%,-4%,-3%,-1%,-3%,.,-12%

From entry 57 to 58, copied from above:
57	O=C(CCn1cnnn1)Nc1ccccc1F
58	CCCn1nnc(NC(=S)NC(=O)c2cccs2)n1
screen / no.,57,58
Sm TGR inh,0%,-34%
AmpC detergent,-1%,-6%
AMA1 RON2 block,-6%,59%[activator]
HCV inh,11%,1%
HCMV inh,1,-10
Giardia FBPA inh,4%,5µM*
